PLAP inhibitors HTS – inhibition of human placental alkaline phosphatase – biochemical, luminescence, HTS (AID 690); purified PLAP, luminescent substrate; higher % means a stronger effect; inhibition, % at 20 µM; hits with a dose series show IC50 in µM; hit rate 0.08% among 96,000; in the data active = a potency from the dose series; inactive = the rest, 99 in 100 with inhibition below about 30%; note: strong numbers were not always called active
Bcl-B displacement – displacers of TR3 peptide from Bcl-B, primary screen, selectivity assay for Bfl-1 inhibitor project, biochemical, fluorescence polarization; FP displacement of FITC-TR3 peptide from Bcl-B; higher % means a stronger effect; displacement, % at 20 µM, or IC50 in µM where a hit was titrated; hit rate 0.11% among 96,000; AID 748;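 active = displacement above 50% at 20 µM plus a fluorescence interference ratio under 1.5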;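 note: plate controls were wells without compound for no effect and wells lacking Bcl-B protein for full effect; a part of the inactive calls stands beside numbers as strong as those of hits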
IL1B NFkB pot – enhances IL-1B driven NFkB nuclear translocation; HUVEC IL-1B NFkB p65 nuclear translocation imaging; activation, % at 2 µM; hit rate 0.3% among 94,000; AID 819;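 active = activation above 40%, about the mean plus 3 SD, also judged a hit on visual image review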;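 note: percent activation is computed from the nuclear over cytoplasmic p65 intensity ratio; values of inactives mirror those of a sister screen read the other way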
NFkB transloc inh – blocks IL-1B driven NFkB nuclear translocation in HUVEC cells; HUVEC IL-1B NFkB p65 nuclear translocation imaging; inhibition, % at 2 µM; hit rate 0.43% among 94,000; AID 796;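 active = inhibition above about 30% together with a positive call from visual inspection of the well image, limit read from the data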;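 note: nuclear over cytoplasmic p65 intensity ratio measured by imaging; 0% = IL-1B stimulated DMSO wells and 100% = unstimulated DMSO wells; values of inactives mirror those of a sister screen read the other way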
MRP reversal – reverses drug resistance mediated by MRP. hit rate 0.04% among 85,000. H69AR cells + 2 uM doxorubicin, CellTiter-Glo, 72 h. differential viability (reversal), % at 10 µM;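 active = viability drop by adding the cancer drug above about 55%, with treated viability meeting a 40% cutoff, limit read from the data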;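 note: viability without doxorubicin minus viability with 2 µM doxorubicin for each compound; larger differential means the compound sensitizes cells more to doxorubicin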
MRP reversal cytotoxicity – also measured in MRP reversal; calls as there; viability, %; H69AR cells, CellTiter-Glo, 72 h; measured here: cytotoxicity without doxorubicin
MRP reversal with doxorubicin – also measured in MRP reversal; calls as there; viability, %; measured here: viability with 2 uM doxorubicin; active compounds read low
NFkB transloc inh cell count 2 µM – also measured in NFkB transloc inh; calls as there; cell count; measured here: cells passing quality filter;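 raw number of nuclei counted in each imaged well without normalization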
IL1B NFkB pot cell count 2 µM – second read-out of IL1B NFkB pot, no call of its own (marks repeat the call); cell count; measured here: cells passing quality filter
* hit, by the source's call; nt = not tested or not shown. These rows are one share of the data; count on the stated rates, not on these rows.

SMILES	PLAP inhibitors HTS	Bcl-B displacement	IL1B NFkB pot	IL1B NFkB pot cell count 2 µM	NFkB transloc inh	NFkB transloc inh cell count 2 µM	MRP reversal	MRP reversal cytotoxicity	MRP reversal with doxorubicin
CC(NC(=O)c1ccccc1NS(C)(=O)=O)c1ccccc1 (configuration not stated)	12%	-10%	26	139	-26	139	-1	89	91
CCCN1CCC(N2CCN(c3cccc(C(F)(F)F)c3)CC2)CC1	-39%	-4%	32	105	-30	105	5	108	102
Cc1cc(NC(=O)CCC(=O)N(c2ccccc2)C(C(=O)NC2CCCC2)c2cccs2)no1 (configuration not stated)	-18%	4%	5	165	-5	165	10	94	84
CC1=C(C)NC(=S)SC1	10%	-5%	26	179	-26	179	1	91	89
CCn1c(SCC(=O)N2CCN(c3ccccc3)CC2)nnc1-c1cc2cc(Cl)ccc2o1	7%	1%	35	116	-35	116	-3	52	55
CC(C)Nc1ncnc2c1cnn2-c1ccccc1	nt	nt	14	61	-14	61	6	76	70
CCOc1ccc(C(=O)c2cc([N+](=O)[O-])ccc2Cl)cc1	11%	-2%	5	174	-5	174	nt	nt	nt
CCOC(=O)c1ccccc1NS(=O)(=O)c1ccc(OC)cc1	nt	nt	3	78	-3	78	-14	18	32
O=S(=O)(NCCc1ccccc1F)c1cccc(S(=O)(=O)N2CCOCC2)c1	-65%	14%	5	117	-6	117	17	103	87
CC(=O)c1cccc(NC(=O)CN2C(=O)C3C4C=CC(C4)C3C2=O)c1 (configuration not stated)	-27%	-1%	22	99	-22	99	21	94	73
COc1ccccc1C/C(N)=N/OC(=O)COc1ccc(C)cc1C	nt	nt	3	123	-3	123	nt	nt	nt
O=C(O)c1ccc(C(=O)c2ccc3c(c2)C(=O)N(Cc2ccco2)C3=O)cc1	-29%	2%	5	140	-5	140	4	92	89
O=c1oc(-c2cccc(S(=O)(=O)N3CCOCC3)c2)nc2ccccc12	-18%	-14%	nt	nt	nt	nt	14	83	68
COc1ccc(NC2CC(=O)N(c3ccccc3)C2=O)cc1 (configuration not stated)	5%	12%	9	196	-9	196	-3	97	100
O=C(CCc1n[nH]c(=O)[nH]c1=O)N1CCCCC1	-25%	-5%	nt	nt	nt	nt	10	96	86
CCOC(=O)c1c(C)n(CCNC(C)=O)c2ccc(O)cc12	1%	-4%	18	136	-18	136	-2	78	79
COc1cc2c(C(=O)N3CCN(Cc4ccc5c(c4)OCO5)CC3)cn(C)c(=O)c2cc1OC	-55%	-1%	9	154	-9	154	nt	nt	nt
CCn1c2ccccc2c2nnc(SCCCn3c(=O)[nH]c4ccccc43)nc21	-45%	13%	4	109	-4	109	0	23	23
Cc1cc(=O)oc(C)c1C(=O)NCCCN1CCN(c2ccccc2F)CC1	-57%	0%	-11	74	11	74	-8	87	95
CCCC(=O)N(c1ccc2oc(=O)sc2c1)S(=O)(=O)c1cccs1	7%	3%	-11	124	11	124	-1	85	85
NC(=O)Cn1c(=O)oc2ccccc21	5%	-5%	nt	nt	nt	nt	-1	96	97
CNC(=S)N(Cc1ccc2c(c1)OCO2)C1CC(=O)N(c2ccc(F)cc2)C1=O (configuration not stated)	8%	-6%	7	140	-7	140	nt	nt	nt
O=C(Nc1ccccc1C(=O)NC1CCCC1)NC1CCCC1	4%	2%	14	130	-14	130	-8	89	98
CCOC(=O)c1cc(-c2ccc3c(c2)OCO3)nc2onc(C)c12	-4%	-1%	9	162	-9	162	0	82	81
CSc1oc(-c2ccco2)nc1S(=O)(=O)c1ccccc1	16%	4%	-13	48	13	48	8	86	79
CC1(C)CC(=O)N(CC(=O)O)c2ccccc2S1(=O)=O	2%	-5%	6	96	-6	96	17	110	93
O=C(CCNC(=O)c1ccc(Br)o1)NCc1ccccn1	nt	-4%	-5	147	5	147	3	108	106
Cc1ccc(CSCCNC(=O)c2ccc(N(C)S(=O)(=O)c3ccccc3)cc2)cc1	-40%	0%	11	127	-11	127	nt	nt	nt
O=C(O)c1cccc(Cn2cccn2)c1	6%	0%	-11	122	11	122	-4	96	100
CCOc1cc(S(=O)(=O)Nc2cc(C)cc(C)c2)ccc1Cl	2%	8%	14	85	-14	85	16	90	74
COc1ccc(S(=O)(=O)Nc2ccc(O)c(Sc3ncn[nH]3)c2)cc1	nt	nt	-3	70	4	70	-1	92	92
CCOc1ccc(C2c3cc(OC)c(OC)cc3CC(=O)N2c2ccccc2)cc1 (configuration not stated)	-31%	-10%	2	105	-2	105	nt	nt	nt
Nc1nc2ccc(O)cc2s1	nt	nt	-35	161	35*	161*	-13	18	31
Nc1cc(Cl)ccc1C(=O)OCC(=O)NC1CCS(=O)(=O)C1 (configuration not stated)	14%	1%	5	163	-5	163	1	104	104
CN(C)c1ccnc(Oc2ccc(C(C)(C)C)cc2)c1C#N	-12%	-4%	18	175	-18	175	nt	nt	nt
CCOc1ccc(NCC2CCOC(C)(C)C2)cc1 (configuration not stated)	nt	nt	-10	91	10	91	9	99	90
CC1(C)Oc2ccc3ccc(=O)oc3c2/C(=C/Nc2ccccn2)C1=O	-3%	-5%	nt	nt	nt	nt	-2	69	71
COc1ccc(CCNS(=O)(=O)c2ccc3c(c2)OCCO3)cc1OC	24%	1%	-4	116	4	116	-22	93	115
CCn1c(=O)cc(OCC(=O)NCc2ccco2)c2ccccc21	2%	-12%	5	89	-5	89	0	77	77
COc1ccc(OC)c(C(c2nnnn2Cc2ccccc2)N2CCN(C3CCCCC3)CC2)c1 (configuration not stated)	-61%	3%	nt	nt	nt	nt	nt	nt	nt
Cc1cc(C)c(C#N)c(SCC(O)CS(=O)(=O)Cc2ccccc2)n1 (configuration not stated)	-13%	7%	4	173	-4	173	8	79	71
COc1ccc(NC(=O)CSc2nc3c(c(-c4cccs4)c2C#N)CN(C)CC3)cc1OC	-37%	4%	2	110	-2	110	nt	nt	nt
N#Cc1cc2c(N)c(C(=O)Nc3ccccc3)sc2nc1N	8%	0%	-3	171	3	171	nt	nt	nt
O=C(O/N=C\c1ccc(N2CCOCC2)c([N+](=O)[O-])c1)c1ccc(F)cc1	-26%	3%	0	146	0	146	nt	nt	nt
Cc1[nH]c2ccccc2c1SCC(=O)N1CCOCC1	-1%	-7%	nt	nt	nt	nt	7	97	91
CS(=O)(=O)N(CC(=O)NCc1ccncc1)c1cc(Cl)cc(Cl)c1	2%	-3%	6	132	-6	132	8	96	88
CCOC(=O)c1ccccc1NC(=O)CC1SC(=NC)N(C)C1=O (configuration not stated)	-19%	-3%	nt	nt	nt	nt	1	90	89
CC(=O)Nc1ccc(S(=O)(=O)N(CC(=O)O)Cc2ccccc2)cc1	-8%	-4%	7	177	-6	177	-15	94	109
Cc1nn(-c2ccccc2)c(C)c1C(=O)OCC(=O)NC(=O)NC1CCCCC1	-49%	7%	-4	113	4	113	1	100	100
CCCc1ccc(-c2cc(NC(=O)CSc3n[nH]c(N)n3)n(-c3ccccc3)n2)cc1	-90%	-2%	22	204	-22	204	-31	17	48
O=C(OCc1nc2ccccc2s1)c1cccc(S(=O)(=O)N2CCOCC2)c1	0%	-17%	28	161	-28	161	7	89	82
Cc1csc(SC(C)C(=O)Nc2ccc(S(=O)(=O)N3CCCC3)cc2)n1 (configuration not stated)	11%	-3%	21	143	-20	143	nt	nt	nt
CSc1nnc(-c2sc3cc(Cl)ccc3c2Cl)n1C	18%	-12%	-5	107	5	107	-25	27	51
CCOC(=O)CC12CN3CN(C1)CC(CC(=O)OCC)(C3)C2=O	2%	-4%	7	140	-7	140	4	99	95
O=C1/C(=C/c2cccs2)CCc2ccccc21	12%	-2%	1	152	-1	152	nt	nt	nt
O=C(CSc1nnc(Cc2cccs2)n1-c1ccccc1)NC1CCCCC1	-44%	-6%	3	170	-3	170	-2	86	88
COCc1c(Br)c(C)[nH]c(=O)c1C#N	nt	nt	17	122	-18	122	11	97	86
CN(c1ccc(Cl)cc1)c1cc(=O)n(C)c2ccccc12	-53%	32%	8	124	-8	124	-22	44	66
CCCN1CCN(CCCNC(=O)Cn2nc(-c3ccc(Cl)cc3)ccc2=O)CC1	-26%	-7%	14	170	-14	170	7	92	85
O=C(CSc1nc(O)cc(=O)[nH]1)C1CC1	-11%	-4%	-15	214	15	214	2	91	88

The listing continues:
SMILES	PLAP inhibitors HTS	Bcl-B displacement	IL1B NFkB pot	IL1B NFkB pot cell count 2 µM	NFkB transloc inh	NFkB transloc inh cell count 2 µM	MRP reversal	MRP reversal cytotoxicity	MRP reversal with doxorubicin
CN1CCc2c(sc3c2C(=O)NC(/C=C/c2ccco2)N3)C1 (configuration not stated)	nt	nt	13	187	-13	187	6	90	84
Cc1nn(-c2ccccc2)c(OC(=O)c2cccs2)c1S(=O)(=O)c1ccc([N+](=O)[O-])cc1	-9%	1%	20	74	-20	74	-2	8	9
Cc1ccc(CSc2nnc(-c3ccncc3)n2CC2CCCO2)cc1 (configuration not stated)	2%	1%	-1	145	1	145	-8	83	91
CN1CCN(C(=O)/C(=C/c2ccccc2)c2ccccc2)CC1	-29%	-9%	-11	163	11	163	6	98	92
CCCOc1ccc(C(=O)NCCC(=O)NCCCC(=O)OCC)cc1	-60%	-2%	-8	67	8	67	10	92	81
COc1cc2c(cc1OC)-c1nnc(-c3ccco3)n1C1(CCCC1)C2	nt	nt	10	153	-10	153	13	83	71
CCOc1ccc(-n2c(=O)cc(N3CCN(c4ccc(F)cc4)CC3)[nH]c2=O)cc1	3%	5%	-3	155	3	155	8	102	94
COc1ccc(-n2c(O)cnc2Nc2nc(C)cc(C)n2)cc1OC	-169%	1%	-1	122	1	122	0	95	95
CCCCOc1ccc(/C(N)=N/O)cc1	1%	-12%	nt	nt	nt	nt	nt	nt	nt
Cc1ccccc1C1CC(c2ccc(F)cc2)Nc2nc(N)nn21 (configuration not stated)	-14%	0%	10	76	-10	76	4	91	86
O=C(CSc1nnc(CNC(=O)c2cccs2)o1)NCc1ccc(F)cc1	16%	10%	15	85	-15	85	3	97	94

Another view of 14 compounds above.
Values in the order: PLAP inhibitors HTS | Bcl-B displacement | IL1B NFkB pot | IL1B NFkB pot cell count 2 µM | NFkB transloc inh | NFkB transloc inh cell count 2 µM | MRP reversal | MRP reversal cytotoxicity | MRP reversal with doxorubicin
CN(c1ccc(Cl)cc1)c1cc(=O)n(C)c2ccccc12
 : -53% | 32% | 8 | 124 | -8 | 124 | -22 | 44 | 66
CCCN1CCN(CCCNC(=O)Cn2nc(-c3ccc(Cl)cc3)ccc2=O)CC1
 : -26% | -7% | 14 | 170 | -14 | 170 | 7 | 92 | 85
O=C(CSc1nc(O)cc(=O)[nH]1)C1CC1
 : -11% | -4% | -15 | 214 | 15 | 214 | 2 | 91 | 88
CN1CCc2c(sc3c2C(=O)NC(/C=C/c2ccco2)N3)C1 (configuration not stated)
 : nt | nt | 13 | 187 | -13 | 187 | 6 | 90 | 84
Cc1nn(-c2ccccc2)c(OC(=O)c2cccs2)c1S(=O)(=O)c1ccc([N+](=O)[O-])cc1
 : -9% | 1% | 20 | 74 | -20 | 74 | -2 | 8 | 9
Cc1ccc(CSc2nnc(-c3ccncc3)n2CC2CCCO2)cc1 (configuration not stated)
 : 2% | 1% | -1 | 145 | 1 | 145 | -8 | 83 | 91
CN1CCN(C(=O)/C(=C/c2ccccc2)c2ccccc2)CC1
 : -29% | -9% | -11 | 163 | 11 | 163 | 6 | 98 | 92
CCCOc1ccc(C(=O)NCCC(=O)NCCCC(=O)OCC)cc1
 : -60% | -2% | -8 | 67 | 8 | 67 | 10 | 92 | 81
COc1cc2c(cc1OC)-c1nnc(-c3ccco3)n1C1(CCCC1)C2
 : nt | nt | 10 | 153 | -10 | 153 | 13 | 83 | 71
CCOc1ccc(-n2c(=O)cc(N3CCN(c4ccc(F)cc4)CC3)[nH]c2=O)cc1
 : 3% | 5% | -3 | 155 | 3 | 155 | 8 | 102 | 94
COc1ccc(-n2c(O)cnc2Nc2nc(C)cc(C)n2)cc1OC
 : -169% | 1% | -1 | 122 | 1 | 122 | 0 | 95 | 95
CCCCOc1ccc(/C(N)=N/O)cc1
 : 1% | -12% | nt | nt | nt | nt | nt | nt | nt
Cc1ccccc1C1CC(c2ccc(F)cc2)Nc2nc(N)nn21 (configuration not stated)
 : -14% | 0% | 10 | 76 | -10 | 76 | 4 | 91 | 86
O=C(CSc1nnc(CNC(=O)c2cccs2)o1)NCc1ccc(F)cc1
 : 16% | 10% | 15 | 85 | -15 | 85 | 3 | 97 | 94

Source: PubChem (several laboratories)
